Screening data: PubChem BioAssay, Sanford-Burnham Center for Chemical Genomics
Hsp70 inhibitors = Hsp70 inhibitors, probe displacement, primary screen, biochemical, fluorescence polarization (AID 583); 140,000 tested, 0.06% active; one-dose displacement, % at 20 µM; IC50 in µM for titrated hits; Hsp70 fluorescence polarization probe displacement, mP; higher % means a stronger effect; in the data active = displacement above about 50%;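 also: plate controls were vehicle for no effect and reference ligand for full effect; a part of the inactive calls stands beside numbers as strong as those of hits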
MKP-3 inhibition = inhibition of rat DUSP6 enzyme activity – biochemical, in vitro, primary screen (AID 425) | recombinant MKP-3 phosphatase activity, fluorescence; higher % means a stronger effect | inhibition, % at 20 µM, or IC50 in µM where a hit was titrated | 110,000 tested, 0.17% active; in the data active = inhibition above about 50%;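 also: plate controls were vehicle for no effect and reference inhibitor for full effect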
Numbers without * were called inactive; / = no result given; & = joins results of further samples.

SMILES | Hsp70 inhibitors | MKP-3 inhibition
Cc1ccc2[nH]c(C)c(CC(=O)N/N=C/c3ccco3)c2c1 | -2.4% | -0.4%
CCC(C)NC(=O)C1CCN(S(=O)(=O)c2cccc3cccnc23)CC1 (configuration not stated) | 1.8% | -3.2%
Cc1cc(C)c(C(=O)/C(=C/c2cccs2)c2ccccc2)c(=O)[nH]1 | 2.7% | -0.4%
c1coc(-c2nc3ccccc3nc2-c2ccco2)c1 | 12.2% | -0.6%
O=C(Cn1cnc2c(nnn2Cc2ccccc2)c1=O)NCC1CCCO1 (configuration not stated) | -4.0% | -7.3%
CCN1C(=O)NC2=C(C(=O)c3ccccc32)C1c1ccccc1F (configuration not stated) | -2.6% | /
O=C(NC1CCCCCCC1)c1ccccc1O | 0.5% | 0.2%
CCOc1ccc(CC2CC(=O)NC2=O)cc1 (configuration not stated) | -4.8% | 4.1%
COc1ccc(C(=O)NCC(=O)OC2CCCCC2=O)cc1 (configuration not stated) | 2.7% | -1.6%
Clc1ccc(OCc2nn3c(-c4ccccc4)nnc3s2)c(Cl)c1 | 7.1% | 3.5%
COc1cccc(/C=N/N=C(\N)c2nonc2N)c1O | 4.7% | 1.7%
COc1ccc(OC)c(S(=O)(=O)NCc2csc(-c3ccccc3)n2)c1 | 3.1% | /
CCCS(=O)(=O)N1CCCC(C(=O)NCCCN2CCN(c3cccc(Cl)c3)CC2)C1 (configuration not stated) | 2.3% | -1.8%
O=C(CCCn1c(=O)[nH]c2cc(Cl)ccc2c1=O)NC1CCCCCC1 | 4.2% | /
COCCCNC(=O)CN(c1ccc(Cl)c(Cl)c1)S(C)(=O)=O | -0.8% | -4.1%
CC1=NN(c2ccc(Oc3ccccc3)c(S(=O)(=O)O)c2)C(=O)C1 | -1.1% | -2.1%
O=C(CCC1(C(=O)O)CCC(=O)NC1)NCc1ccccc1 (configuration not stated) | 7.1% | -7.1%
COc1cc(NC(=O)COc2ccc(F)cc2)c(OC)cc1NC(C)=O | 0.3% | 2.0%
COC(=O)c1cc2ccsc2n1CC(=O)Nc1cc(C)cc(C)c1 | -2.0% | -9.5%
Cc1ccc(NC(=O)c2cc(-c3ccco3)on2)cc1 | 3.5% | 8.0%
O=C(Nc1ccc(-c2nc3c(ccc4ccccc43)o2)cc1)c1ccco1 | -0.9% | /
Cc1ccccc1-n1c(SC/C(O)=C(\C#N)c2nc3ccccc3[nH]2)nnc1-c1ccncc1 | 1.2% | -2.9%
CCn1c2ccccc2c2cc(Nc3cc(C)nc4ncnn34)ccc21 | / | 5.4%
O=C(Nc1ccccc1[N+](=O)[O-])c1c(-c2cnc3ccccc3c2C(=O)Nc2ccccc2[N+](=O)[O-])cnc2ccccc12 | 2.8% | 3.2%
Cc1ccccc1CSCCNS(C)(=O)=O | 1.5% | /
CCOc1cccc(-c2nnc(SCC(=O)Nc3cc(OC)cc(OC)c3)n2N)c1 | 1.2% | -13.7%
Cc1ccnc(NC(=O)CCC(=O)N(CC(=O)NC(C)(C)C)C2CCCC2)c1 | 13.5% | -5.5%
COc1ccc(C2NC(=S)NC(C)=C2C(=O)Nc2ccccc2Cl)cc1 (configuration not stated) | 2.4% | 2.7%
COc1cc(CN2CCN(C(=O)CC(C)C)CC2)cc(OC)c1 | -12.5% | 1.3%
CCC(=O)Nc1nnc(SCCOC)s1 | -2.0% | /
CCOc1ccccc1OCCCCN1CCCC1 | 2.6%&-2.6% | 1.1%&3.9%
CCCC(=O)NC(c1ccc(OC)c(OC)c1)c1c(OC(C)=O)ccc2ccccc12 (configuration not stated) | -1.3% | 2.3%
CCN(CC)CCCn1c(=S)[nH]c2cc(OC)c(OC)cc2c1=O | 1.7% | /
O=S(=O)(c1ccc(NCCc2c[nH]c3ccccc23)nc1)N1CCOCC1 | -2.5% | -5.7%
CC(C)C(=O)N1CCc2cc(-c3csc(N)n3)ccc21 | -3.5% | -3.8%
CSC1CCCCC1(O)CSc1nc2ccccc2o1 (configuration not stated) | -2.1% | -4.5%
Cc1noc(C)c1C(=O)Nc1ccc(Cl)cc1C(F)(F)F | -0.8% | -4.5%
COc1nc(-c2ccccc2)ccc1-c1noc(C)n1 | -5.2% | -0.1%
C/C(=N/NC(=O)c1cccnc1)c1cc(O)ccc1O | 0.4% | 1.0%
CC(C)(C)C1CCc2c(sc(NC(=O)c3ccccc3)c2C(N)=O)C1 (configuration not stated) | 2.3% | 1.5%

In the list so far, these have an aryl thioether with sulfur outside any ring.
SMILES | Hsp70 inhibitors | MKP-3 inhibition
Cc1ccccc1-n1c(SC/C(O)=C(\C#N)c2nc3ccccc3[nH]2)nnc1-c1ccncc1 | 1.2% | -2.9%
CCOc1cccc(-c2nnc(SCC(=O)Nc3cc(OC)cc(OC)c3)n2N)c1 | 1.2% | -13.7%
CCC(=O)Nc1nnc(SCCOC)s1 | -2.0% | /
CSC1CCCCC1(O)CSc1nc2ccccc2o1 (configuration not stated) | -2.1% | -4.5%

Other compounds.
SMILES | Hsp70 inhibitors | MKP-3 inhibition
COc1ccccc1NC(=O)CSc1nncn1-c1cccnc1 | -2.4% | /
COc1ccc(CCn2c(SCC(=O)Nc3cc(C)on3)nc3ccccc3c2=O)cc1OC | 5.8% | 3.7%
O=C(NCCCN1CCOCC1)NC1CCCCC1 | -2.9%&-3.4% | 1.7%
O=C1C(=O)N(Cc2ccco2)C(c2cccc(Cl)c2)/C1=C(\O)c1ccc2c(c1)OCCO2 (configuration not stated) | 0.2% | -12.9%
O=C(NC(=S)Nc1ccc(NC(=O)c2ccco2)c(Cl)c1)c1ccc(Cl)cc1 | 3.9% | 2.9%
O=C(NCC1CCCO1)c1nc2c(nnn2Cc2ccc(F)cc2)c(=O)[nH]1 (configuration not stated) | -1.8% | -11.4%
COC(=O)/C(=C/C(=O)c1ccc(C)cc1)Nc1ccc(Br)cc1 | 1.9% | 4.7%
CC1(C)CC(=O)C(C=Nc2ccc3[nH]ncc3c2)=C(O)C1 | 4.5% | 5.3%
CCOC(=O)c1cnc(-n2nc(C)cc2C)nc1NCCc1ccccc1 | 1.3% | -3.2%
Cc1cccn2c(=O)c3cc(C(=O)N4CCN(C(=O)c5ccco5)CC4)n(C)c3nc12 | -3.5% | 3.3%
CCOC(=O)c1c(C)c(C(=O)Nc2ccc(N(C)C)cc2)c(C)n1CC | -1.3% | 3.0%
COc1cccc(OC)c1OCCN(C)C | -0.1% | /
CC(=O)C1=C(c2ccccc2)S/C(=C2/C(=S)C(C)(C)Nc3ccccc32)S1 | -1.7% | 10.9%
COc1ccc2cc3cc(C(=O)N4CCN(c5ccccc5)CC4)oc3nc2c1 | -1.6% | /
CCCCOc1ccccc1Cn1c(=O)oc2ccccc21 | 1.4% | -3.5%
O=C(CC(c1ccccc1)c1ccccc1)N1CCN(Cc2ccccc2)CC1 | 2.6% | 4.5%
CCOc1cc2c(cc1OCC)C(C(=O)O)C(c1cc(OC)c(OC)c(OC)c1)N(C)C2=O (configuration not stated) | -3.2% | -3.7%
OCCN(CCO)c1ccc(C(c2ccc(Cl)cc2)c2ccc(N(CCO)CCO)cc2)cc1 | 0.2% | -1.8%
COCCN1C(=O)C(=O)/C(=C(/O)c2ccccc2)C1c1ccc([N+](=O)[O-])cc1 (configuration not stated) | -3.4% | 2.9%
Cc1ccc(-c2nc3c(=O)n(C)c4ccccc4c3o2)cc1 | -1.3% | 10.7%
Cc1cccc(N2C(=O)c3ccc(-c4nc5ccccc5c(=O)o4)cc3C2=O)c1C | -1.4% | -0.5%
Cc1cc(C)c(NC(=O)CS(=O)CC(=O)N2CCN(c3ccc(F)cc3)CC2)c(C)c1 (configuration not stated) | 1.5% | -12.0%
O=C(NC1CCS(=O)(=O)C1)N1CCCCC1 (configuration not stated) | 3.5% | -4.6%
CCNS(=O)(=O)c1cc(Br)ccc1OC | 0.4% | -4.0%
CCOc1cccc(-c2cc(C(=O)N3CCc4ccccc43)c3ccccc3n2)c1 | -2.7% | 2.8%
COC(=O)c1ccccc1-c1ccc(/C=c2\sc3nc4ccccc4n3c2=O)o1 | -1.6% | 1.3%
Cc1ccc(C2OC3(C(=O)c4ccccc4C3=O)C(c3cccc(Cl)c3)C23C(=O)c2ccccc2C3=O)cc1 (configuration not stated) | -0.2% | 0.1%
CCC(C)NC(=O)CCc1c(C)nc2nc(-c3cc(OC)cc(OC)c3)nn2c1C (configuration not stated) | -2.2% | /
O=C(COC(=O)C1COc2ccccc2O1)NC(=O)Nc1ccc2c(c1)OCCO2 (configuration not stated) | -2.0% | -13.3%
Cc1ccc(S(=O)(=O)NC(=O)Nc2cc(C(C)C)c(O)c(C(C)C)c2)cc1 | 0.2% | 3.7%
CCOC(=O)C1=C(c2ccccc2)N=c2s/c(=C\c3ccc[nH]3)c(=O)n2C1c1cc(OC)ccc1OC (configuration not stated) | -32.1% | 2.2%
COc1ccc(-c2cc(C(=O)Nc3nc(-c4ccccc4)c(C)s3)c3ccccc3n2)c(OC)c1 | 0.0% | 5.0%
O=c1oc(-c2cccc([N+](=O)[O-])c2)nc2ccc(Br)cc12 | 0.4% | -4.7%
CN1/C(=C\C(=O)Nc2ccccc2Br)c2ccccc2CC1(C)C | 7.0% | 0.6%
CCOC(=O)c1c(C)n(CCc2ccccc2)c2ccc(O)cc12 | 11.0% | -6.5%
CN(C)S(=O)(=O)c1ccc(Nc2ccc(-c3ccc4c(c3)OCCO4)nn2)cc1 | -1.2% | /
COc1ccc(C(=O)CN2CCN(c3ccc(F)cc3)CC2)cc1OC | -3.8% | 5.5%
O=C(Nc1ccc2oc(-c3ccncc3)nc2c1)c1ccccc1F | -0.8% | -10.9%
CCCC1=C(C(=O)OCC)C(c2ccc(NC(C)=O)cc2)NC(=O)N1 (configuration not stated) | -2.0% | -17.3%
O=C(COc1ccccc1Cl)Nc1cc(Cl)ccc1C(=O)O | 2.6% | 0.9%

Filtered by structure, the entries above containing a thiophene ring, fused or not
SMILES | Hsp70 inhibitors | MKP-3 inhibition
Cc1cc(C)c(C(=O)/C(=C/c2cccs2)c2ccccc2)c(=O)[nH]1 | 2.7% | -0.4%
COC(=O)c1cc2ccsc2n1CC(=O)Nc1cc(C)cc(C)c1 | -2.0% | -9.5%
CC(C)(C)C1CCc2c(sc(NC(=O)c3ccccc3)c2C(N)=O)C1 (configuration not stated) | 2.3% | 1.5%

Next compounds follow:
SMILES | Hsp70 inhibitors | MKP-3 inhibition
COc1ccc(-c2nnc3sc(C4CCCCC4)nn23)cc1OC | -1.5% | -3.0%
COCCn1c(SCC(=O)OC(C)C)nnc1-c1ccccc1 | 4.9% | -7.5%
COC(=O)C1(S(=O)(=O)c2ccc(Cl)cc2)CC1 | -5.3% | -0.4%
COc1cccc(NC(=O)CCCn2c(=O)[nH]c3ccccc3c2=O)c1 | -1.1% | -12.7%
COC(=O)c1sc(N)c(C(=O)OC)c1COC(=O)c1c(C)noc1C | 0.6% | 3.5%
Cc1ccc(OCCNC(=O)c2ccccc2F)cc1 | -5.9% | 3.9%
O=C(Nc1ccccc1C1CC1)c1ccccc1 | 0.3% | 2.1%
O=C(Nc1ccon1)c1csc2c1CCCC2 | -2.0% | -4.7%
CCN(CC)CCN(C)Cc1ccc(Br)cc1 | 7.4% | /
CC1=C(C#N)C(=O)NC(=O)/C1=C\c1ccc(-c2cccc(Cl)c2)o1 | -3.1% | 4.6%
O=C1CCCN1CCC1CCN(C2CC(=O)N(c3ccc(F)cc3)C2=O)CC1 (configuration not stated) | 3.9% | -6.1%
CCCC12C(=O)C(C)(C(c3ccccc3)=C1c1ccccc1)C1C(=O)N(c3cccc(Cl)c3)C(=O)C12 (configuration not stated) | 2.4% | -1.4%
CCC(C)NC(=O)N[C@@H](CCSC)C(=O)O (some centres not stated) | -3.9% | 5.3%
O=C(CN(c1ccc(F)cc1)S(=O)(=O)c1ccc2c(c1)OCCO2)NCc1ccncc1 | 0.1% | /
O=C1/C(=C/c2cccs2)SC(=S)N1CCC(=O)N1c2ccccc2Sc2ccc(Cl)cc21 | 1.0% | -1.0%
COc1cccc(-c2nnc(NC(=O)c3ccc(S(=O)(=O)N4CC(C)OC(C)C4)cc3)o2)c1 (configuration not stated) | 9.3% | -4.7%
COC(=O)c1ccc(C(=O)OC)c(NC(=O)COc2cccc(Br)c2)c1 | -4.4% | 4.7%
CCOc1cc(C(=O)Nc2cc(C)on2)cc(OCC)c1OCC | 10.3% | -3.3%
CC(C)Oc1ccc(-c2cc(C(=O)NCCN3CCOCC3)c3ccccc3n2)cc1 | -1.5% | /
Cn1cnnc1SC1CCCCC1NS(=O)(=O)c1ccccc1 (configuration not stated) | -1.6% | /
COC(=O)c1nc2ccccc2s1 | 5.2% | /
C=CCOc1cccc(/C=N/NS(=O)(=O)c2ccc(Cl)cc2)c1 | -0.1% | 3.1%
COc1ccc(OC)c(NC(=O)C2c3ccccc3Oc3ccccc32)c1 | -1.8% | 2.8%
CS(=O)(=O)N(CCc1ccccc1)CC(=O)N1CCN(c2ccc(F)cc2)CC1 | -3.9% | /
COc1ccc(C(C2=C(O)CC(C)(C)CC2=O)C2=C(O)CC(C)(C)CC2=O)cc1CO | 1.2% | 0.5%
CCCCSc1nc(C)c(CC(=O)OC)c(=O)[nH]1 | -4.5% | -20.2%
O=C(CCc1ccccc1)NC1CCCCC1Cc1ccco1 (configuration not stated) | 0.3% | -1.4%
CCc1cccc(NC(=O)CCc2nc(-c3cccs3)no2)c1 | -4.9% | -7.8%
c1ccc(-c2noc(C3CCCCC3)n2)nc1 | -0.4% | -3.3%

Profiles, quoted from the list. Order of screens: Hsp70 inhibitors	MKP-3 inhibition
C=CCOc1cccc(/C=N/NS(=O)(=O)c2ccc(Cl)cc2)c1 in the list: -0.1%	3.1%
CCc1cccc(NC(=O)CCc2nc(-c3cccs3)no2)c1 in the list: -4.9%	-7.8%

These rows are one share of the data (hit frequency here may not be typical).
